Source: PubChem BioAssay (Sanford-Burnham Center for Chemical Genomics)
GRIN3A LBD mod: modulates the human NR3A ligand-binding domain; AID 1259313; NR3A LBD differential scanning fluorimetry, Tm shift; 0% = protein alone, 100% = glycine-bound protein; Tm shift relative to glycine control, % at 25 µM; 340,000 compounds, 2.5% hits;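 active = melting temperature shift of at least 10% of the positive control shift, at one fixed dose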
beta cell repl: MIN6 beta-cell proliferation induction; MIN6 cells proliferation, ATPlite luminescence, 48 h; cells starved in 0.2% serum; 100% = growth in 10% serum; proliferation, % at 10 µM; 330,000 compounds, 0.29% hits;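 active = compounds whose signal lies at least 3.5 SD above the mean of all wells on their plate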;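 also: 0% = DMSO-treated cells in low-serum medium and 100% = 10% serum control; some compounds called inactive have numbers as strong as hits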
A3A deaminase: human APOBEC3A DNA deaminase inhibition; recombinant A3A, FAM/TAMRA ssDNA deamination fluorescence; inhibition, % at 20 µM; 330,000 compounds, 0.41% hits;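 active = at least 40% inhibition at 20 µM here, with at most 30% in a related deaminase screen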;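 also: plate controls were A3A with DMSO for no effect and wells lacking A3A enzyme for full effect; some results filed as inactive read as strong as hits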
Target sequence (P31941 whole entry, looked up): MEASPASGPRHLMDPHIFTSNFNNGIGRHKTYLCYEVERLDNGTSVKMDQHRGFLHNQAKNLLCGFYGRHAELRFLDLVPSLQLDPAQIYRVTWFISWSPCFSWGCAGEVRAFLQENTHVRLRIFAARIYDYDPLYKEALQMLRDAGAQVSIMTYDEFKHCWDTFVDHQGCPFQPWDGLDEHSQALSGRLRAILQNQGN
mIAP inh: mouse IAP inhibition. inhibition, % at 10 µM. 330,000 compounds, 0.2% hits. AID 2806. purified mouse IAP, CDP-Star luminescence, 30 min;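 active = inhibition of at least 40% at 10 µM in the primary screen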;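 also: plate controls were DMSO with enzyme for no effect and no enzyme wells for full effect; values of inactives mirror those of a sister screen read the other way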
MPTP inh: inhibitors of mitochondrial permeability transition pore; inhibition, % at 10 µM; isolated mouse mitochondria, Ca2+ swelling absorbance, 30 min; 360,000 compounds, 1.4% hits;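 active = inhibition of 50% or more, scaled per plate between neutral and stimulator controls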;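 also: 0% = DMSO wells given calcium and 100% = 1 mM EGTA wells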
hIAP inh: human IAP inhibition; P09923; purified IAP, CDP-Star luminescence, 30 min; inhibition, % at 10 µM; 330,000 compounds, 0.12% hits;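 active = inhibition reaching a set limit with compound at 10 µM in the primary screen, cut at about 35% in these data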;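 also: plate controls were DMSO wells with enzyme for no effect and no-enzyme buffer wells for full effect; values of inactives mirror those of a sister screen read the other way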
Target sequence (P09923 whole entry, looked up): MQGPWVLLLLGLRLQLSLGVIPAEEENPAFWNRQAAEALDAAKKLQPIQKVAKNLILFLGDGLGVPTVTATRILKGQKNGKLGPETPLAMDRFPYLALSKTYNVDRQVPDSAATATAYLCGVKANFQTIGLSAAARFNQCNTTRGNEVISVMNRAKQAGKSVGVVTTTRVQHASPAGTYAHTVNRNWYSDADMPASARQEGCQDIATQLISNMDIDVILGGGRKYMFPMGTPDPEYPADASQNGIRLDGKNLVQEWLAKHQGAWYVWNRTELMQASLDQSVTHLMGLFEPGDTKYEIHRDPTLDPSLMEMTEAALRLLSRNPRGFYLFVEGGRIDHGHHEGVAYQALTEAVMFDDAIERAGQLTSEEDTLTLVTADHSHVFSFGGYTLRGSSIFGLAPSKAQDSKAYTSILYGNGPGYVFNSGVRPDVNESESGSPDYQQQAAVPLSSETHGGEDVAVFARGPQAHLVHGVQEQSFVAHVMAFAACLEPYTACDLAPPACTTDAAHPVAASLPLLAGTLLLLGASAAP
mIAP activ: increases mouse intestinal alkaline phosphatase activity; muIAP, CDP-Star luminescence, 30 min; stronger effect = higher value; 1 = vehicle-only enzyme signal, 0 = enzyme-free wells; activation factor at 10 µM; 330,000 compounds, 0.24% hits; AID 2805;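 active = activation factor of at least 2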; also: the source names both 10 and 20 µM as test concentration; values of inactives mirror those of a sister screen read the other way
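Assay system: mouse IAP enzyme / Compound: DMSO-dissolved test compounds / Timing: 30 min, room temperature / Measured by: luminescence from enzymatic CDP-Star hydrolysis / Control set: DMSO-only wells, enzyme-free buffer wells as negative control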
A3G deaminase: inhibitors of human APOBEC3G DNA deaminase; recombinant A3G, ssDNA deamination FAM/TAMRA fluorescence; inhibition, % at 20 µM; 330,000 compounds, 0.28% hits; AID 493012; Q9HC16;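 active = inhibition of at least 40% at 20 µM, with no more than 30% in the related APOBEC3A deaminase screen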;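 also: plate controls were DMSO wells with A3G for no effect and wells lacking A3G enzyme for full effect; some compounds called inactive have numbers as strong as hits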
hIAP activ: increases human intestinal alkaline phosphatase activity. 330,000 compounds, 0.16% hits. AID 2524. purified human IAP, CDP-Star luminescence, 30 min; stronger effect = higher value; 1 = vehicle-only enzyme, 0 = enzyme-free background. activation factor at 10 µM. P09923;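 active = activation factor of the enzyme at least 2-fold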; also: the source names both 10 and 20 µM as test concentration; values of inactives mirror those of a sister screen read the other way
Starred values were filed as active, the others as inactive.

1	COc1ccc(N(CC(=O)N/N=C/c2ccc3c(c2)OCO3)S(=O)(=O)c2ccc(NC(C)=O)cc2)cc1
2	NC(=O)c1cc2ccccc2o/c1=N\NC(=O)c1ccco1
3	COc1ccc(NS(=O)(=O)c2ccc3c(c2)n(C)c(=O)n3C)cc1
4	Cc1ccc(C(=O)NN2CCOCC2)cc1
5	Cc1nn(-c2ccccc2)c2c1C(c1cccs1)C(C#N)=C(N)O2 (centres undefined)
6	CCCC1=[N+](CC)CCn2c(C)ccc21
7	O=C(Nc1ccncc1)c1cccs1
8	O=C(CCCN1C(=O)/C(=C/c2cccs2)SC1=S)NNC(=O)c1cccnc1
9	CC(C)c1noc2ncc(C(=O)c3cc(Cl)cc(Cl)c3O)cc12
10	O=C(NCC(=O)N1CCN(Cc2ccccc2)CC1)c1ccc(Cl)cc1

screen / no.	1	2	3	4	5	6	7	8	9	10
GRIN3A LBD mod	-7	-5	-3	0	-9	-1	-1	0	-2	0
beta cell repl	-1	-1	-3	-4	0	-4	0	-2	-7	-3
A3A deaminase	-1	-2	4	0	-1	60*	0	-7	5	1
mIAP inh	-8	9	3	-2	9	-2	4	-6	6	6
MPTP inh	0.4	-0.2	0.6	2.5	75*	0.0	-0.1	6.0	94*	0.1
hIAP inh	6	7	-13	-6	-2	3	-20	-39	-9	-1
mIAP activ	1.1	0.91	0.97	1	0.91	1	0.96	1.1	0.94	0.94
A3G deaminase	2	-4	4	-8	-5	20	-2	-6	-1	-6
hIAP activ	0.94	0.93	1.1	1.1	1	0.97	1.2	1.4	1.1	1

11	O=C(CCCn1c(=O)c2cccn2c2cccnc21)NCc1cccc(Br)c1
12	O=C(Nc1ccccc1)c1ccc(F)cc1F
13	Cc1cc(C)cc(N(CC(=O)NC2CCC(C)CC2)S(=O)(=O)c2c(C)noc2C)c1 (centres undefined)
14	Cc1ccc(-n2cccc2/C=C2\C(=N)N3N=C(C(C)C)SC3=NC2=O)cc1
15	Cc1cc(N)n(-c2ccc(Oc3ccccc3)c(S(=O)(=O)O)c2)n1
16	O=C(O)CCC(=O)N(Cc1cccs1)Cc1cccs1
17	O=S(=O)(c1ccc(Cl)cc1)n1ccc2cccnc21
18	Cc1ccc(C)c(NS(=O)(=O)c2ccc3[nH]c(=O)[nH]c3c2)c1
19	N#CCCC(CCC#N)C1=NCCc2ccccc21
20	COc1ccc(NC(=O)N2CCC(O)(c3cccnc3)CC2)c(OC)c1

screen / no.	11	12	13	14	15	16	17	18	19	20
GRIN3A LBD mod	1	3	-1	-12	-3	1	0	-2	-2	-3
beta cell repl	4	-5	2	-4	-1	-2	1	-1	-1	1
A3A deaminase	-8	2	3	1	24	10	2	1	-5	-3
mIAP inh	1	-12	-4	4	-9	5	2	8	6	-7
MPTP inh	1.3	2.4	2.4	12	2.9	3.7	0.7	2.5	0.9	4.1
hIAP inh	21	3	-9	-12	13	8	12	-9	-8	-4
mIAP activ	0.99	1.1	1	0.96	1.1	0.95	0.97	0.92	0.94	1.1
A3G deaminase	-2	0	3	-4	7	3	3	-3	-6	-4
hIAP activ	0.79	0.97	1.1	1.1	0.87	0.92	0.88	1.1	1.1	1

2 entries picked at random from the list so far, as already listed:
19	N#CCCC(CCC#N)C1=NCCc2ccccc21
11	O=C(CCCn1c(=O)c2cccn2c2cccnc21)NCc1cccc(Br)c1

screen / no.	19	11
GRIN3A LBD mod	-2	1
beta cell repl	-1	4
A3A deaminase	-5	-8
mIAP inh	6	1
MPTP inh	0.9	1.3
hIAP inh	-8	21
mIAP activ	0.94	0.99
A3G deaminase	-6	-2
hIAP activ	1.1	0.79

Continuation.
21	O=C(COC(=O)c1ccccn1)Nc1nc(-c2ccccc2)cs1
22	Cc1nc(COc2cc3oc(=O)cc(C)c3cc2Cl)cs1
23	O=C(Nc1nnc(Cc2ccccc2)s1)c1ccccc1
24	O=C(NCC(=O)N(CC1CCCO1)C(C(=O)NC1CCCCC1)c1ccccc1)c1ccco1 (centres undefined)
25	CCN1CCN(Cc2ccc(OC)c(OCc3ccccc3)c2)CC1
26	OC(CCN1CCCCC1)(c1ccccc1)C1CCCCC1 (centres undefined)
27	CCN(CCCNC(=O)C1CCN(S(=O)(=O)c2cccc3nonc23)CC1)Cc1ccccc1
28	CC(=O)c1ccc(N2CCN(C(=O)c3ccc(-c4ccccc4)cc3)CC2)cc1
29	CCN(CC(=O)Nc1ccc2c(c1)OCCO2)C(=O)c1ccc(S(=O)(=O)N(C)C)cc1
30	CCc1cccc2c(C(=O)C(NCCCOC)c3ccccc3)c[nH]c12 (centres undefined)

screen / no.	21	22	23	24	25	26	27	28	29	30
GRIN3A LBD mod	-2	0	-1	1	1	0	10	-1	-2	-1
beta cell repl	-2	-1	-3	-1	0	-1	-2	-1	1	-2
A3A deaminase	4	-4	-5	0	3	1	2	-2	1	3
mIAP inh	-7	0	-4	-2	-3	-2	2	6	-6	-6
MPTP inh	-2.0	1.7	1.4	-0.2	-1.2	14	-3.5	6.9	-0.4	-0.3
hIAP inh	0	-1	-10	-1	13	17	-9	3	-21	18
mIAP activ	1.1	1	1	1	1	1	0.98	0.94	1.1	1.1
A3G deaminase	6	-1	-3	-4	1	-3	-5	-15	13	-6
hIAP activ	1	1	1.1	1	0.87	0.83	1.1	0.97	1.2	0.82

31	CCOC(=O)C1=C(CSc2nc(-c3ccccc3)ccc2C#N)OC(N)=C(C#N)C1c1ccc(OC)cc1 (centres undefined)
32	O=C(/C=C\NCC(=O)c1ccccc1)c1ccccc1
33	O=C(Nc1ccc(Br)c(C(F)(F)F)c1)c1ccc(C(F)(F)F)cc1
34	COc1ccc(CCNC(=O)CCNC(=O)c2ccco2)cc1
35	O=C(N/N=C1/CC2C=CCC12)c1ccc(Br)o1 (centres undefined)
36	O=C1COc2ccc(S(=O)(=O)Nc3ccc(OC(F)(F)F)cc3)cc2N1
37	CS(=O)(=O)N1CCC(C(=O)NCc2ccc3c(c2)OCO3)CC1
38	Cc1ccc2nc(-c3ccccc3Cl)cc(C(=O)Nc3cc(C)on3)c2c1
39	COc1ccc(CNc2ncc(-c3cccc([N+](=O)[O-])c3)n2C)c(OC)c1OC
40	CCOc1cc2c(cc1/C=C(/C#N)c1ccc(C(=O)O)cc1)OCO2

screen / no.	31	32	33	34	35	36	37	38	39	40
GRIN3A LBD mod	1	13*	24*	0	8	-6	-2	-5	0	1
beta cell repl	-4	-2	-3	1	1	-2	-4	-1	4	0
A3A deaminase	-13	-2	0	10	-5	-3	1	-3	-6	-1
mIAP inh	6	2	4	-7	-4	4	10	16	8	-1
MPTP inh	0.3	0.0	83*	1.2	2.4	4.1	-0.9	0.8	1.8	1.4
hIAP inh	-10	-11	-54	-1	-6	-17	4	-3	-4	-2
mIAP activ	0.94	0.98	0.96	1.1	1	0.96	0.9	0.83	0.92	1
A3G deaminase	-14	-2	-8	-4	-4	-6	-2	-8	-7	-7
hIAP activ	1.1	1.1	1.5	1	1.1	1.2	0.96	1	1	1

A3A deaminase, entries above that show a hit.
entry	SMILES	GRIN3A LBD mod	A3A deaminase	mIAP inh	MPTP inh	hIAP inh	mIAP activ	A3G deaminase	hIAP activ
6	CCCC1=[N+](CC)CCn2c(C)ccc21	-1	60*	-2	0.0	3	1	20	0.97

The results go on.
41	CCCNC(=O)Cn1cc(S(=O)(=O)N2CCCC2)c(S(=O)(=O)N2CCCC2)c1
42	O=C(CNc1ccc(C(F)(F)F)cc1[N+](=O)[O-])OCC(=O)c1ccccc1
43	Cc1cscc1NC(=O)/C=C/C(=O)O
44	Cc1ccc(Cn2nnc3c(=O)n(CC(=O)NCC4CCCO4)cnc32)cc1 (centres undefined)
45	CCCN1CCN(CCCNC(=O)Cn2nc(-c3ccccc3)ccc2=O)CC1
46	COc1ccc(OCCSc2nc3ccccc3c(=O)[nH]2)cc1
47	CCOc1ccccc1Nc1cc2n(c(=O)n1)CCc1cc(OC)c(OC)cc1-2
48	CCOC(=O)c1ccc2ncc(C(=O)OCC)c(NCCCN3CCOCC3)c2c1
49	CSc1nc(N)c2c3c(sc2n1)COC(C(C)C)C3 (centres undefined)
50	CCOC(=O)C1(Cc2ccc(OC)cc2)CCN(C(=O)c2cncs2)CC1

screen / no.	41	42	43	44	45	46	47	48	49	50
GRIN3A LBD mod	-1	0	1	-13	-2	-9	-1	-1	2	0
beta cell repl	-2	-2	1	0	0	1	12*	-1	0	-3
A3A deaminase	-2	1	0	-3	-3	-2	-6	2	-1	-1
mIAP inh	-2	3	8	-8	4	-6	-6	-8	0	0
MPTP inh	-1.2	-0.7	0.4	1.1	-0.9	1.7	-0.3	0.2	0.7	-1.2
hIAP inh	-13	11	26	-7	15	0	-8	20	-6	4
mIAP activ	1	0.97	0.92	1.1	0.96	1.1	1.1	1.1	1	1
A3G deaminase	-5	-1	0	-9	-7	-6	-10	0	-5	-1
hIAP activ	1.1	0.89	0.74	1.1	0.85	1	1.1	0.8	1.1	0.96

51	CCN(CC)CCNC(=O)c1cn(-c2ccccc2)nc1-c1cccs1
52	CCOC(=O)C1=C(C)NC(C)=C(C(=O)OCC)C1C(=O)OCC(=O)NCc1ccco1
53	COCCCNC(=O)C(CC(N)=O)NC(=O)OCc1ccccc1 (centres undefined)
54	COc1ccc(Cl)cc1S(=O)(=O)N1CCN(CC(=O)C(C)(C)C)CC1
55	CCC1Sc2ccc(S(=O)(=O)Nc3cc(OC)cc(OC)c3)cc2NC1=O (centres undefined)
56	CCC(=O)Nc1ccc(NC(=O)CSc2nnnn2Cc2ccccc2)cc1C
57	COc1cc(NC(=O)COC(C)=O)c(C)cc1[N+](=O)[O-]
58	COc1cccc(-c2nnc3n2N=C(c2cccc(Br)c2)CS3)c1
59	COc1ccc(C(=O)NCC(=O)NC2=NCCS2)cc1
60	COc1ccccc1OCCn1cc(/C=N/NC(N)=S)c2ccccc21

screen / no.	51	52	53	54	55	56	57	58	59	60
GRIN3A LBD mod	1	0	-3	3	-7	0	-2	-2	1	3
beta cell repl	-1	0	-1	-3	-1	-1	-3	-1	6	-4
A3A deaminase	4	-2	7	-7	0	-5	-1	-2	-4	-4
mIAP inh	-32	-10	-2	1	0	-5	8	-8	-1	1
MPTP inh	-0.2	0.3	0.3	1.1	2.0	-3.2	0.6	7.0	0.5	-1.9
hIAP inh	5	-1	5	-19	-19	8	9	4	-12	-7
mIAP activ	1.3	1.1	1	0.99	1	1.1	0.92	1.1	1	0.99
A3G deaminase	2	-1	1	-6	-4	-10	-5	-8	-3	-15
hIAP activ	0.95	1	0.95	1.2	1.2	0.92	0.91	0.96	1.1	1.1

61	O=c1cc2[nH]c3ccccc3c(=O)n2nc1-c1ccccc1
62	Cc1ccc(C(=O)NC2CCN(S(=O)(=O)c3ccccc3F)CC2)cc1
63	CC(CNS(=O)(=O)c1ccc2c(c1)CC(=O)N2C)c1ccccc1 (centres undefined)
64	N=c1c(S(=O)(=O)c2ccc(Cl)cc2)cc2c(=O)n3ccccc3nc2n1CCN1CCOCC1

screen / no.	61	62	63	64
GRIN3A LBD mod	1	-1	-4	2
beta cell repl	-2	-2	-3	-1
A3A deaminase	2	-3	0	-2
mIAP inh	3	5	2	-5
MPTP inh	-4.1	0.3	-1.9	60*
hIAP inh	9	-6	-16	27
mIAP activ	0.97	0.95	0.98	1.1
A3G deaminase	-1	3	-1	-8
hIAP activ	0.91	1.1	1.2	0.73
